CRFR2-BP ag: CRF-BP/CRF-R2 complex agonism; HEK293 CRF-R2/CRF-BP, calcium dye fluorescence (FLIPR); percent of saturating CRF peptide response; activation, % at 13.2 µM; hit rate 0.46% among 350,000; AID 588473;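 active = activation of at least 50%, plus an integration ratio under a set limit after plate pattern correction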;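 also: plate controls were neutral control wells without compound for no effect and CRF at EC100 for full effect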
M4 ag: CHRM4 agonism in calcium assay; P08173; CHO-K1 hM4/Gqi5, Fluo-8 calcium fluorescence; vehicle 0%, full acetylcholine response 100%; activation, % at 3 µM; hit rate 0.14% among 360,000;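 active = activation above the run mean over all test wells plus 3 SD, cut at about 32% in these data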;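 also: peak over basal fluorescence ratio per well then scaled between controls; 0% = DMSO wells and 100% = acetylcholine at EC100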
M5 antag: antagonists of human muscarinic M5 receptor (CHRM5); P08912; CHO-hM5 cells, Fluo-8 calcium fluorescence, ACh EC80; inhibition, % at 3 µM; hit rate 0.59% among 360,000; AID 624040;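 active = inhibition above a per-plate cutoff, the mean of that plate's test compounds plus 3 SD, cut at about 27% in these data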;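 also: 0% = acetylcholine EC80 with DMSO and 100% = DMSO without agonist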
Target sequence (P08912 whole entry, looked up): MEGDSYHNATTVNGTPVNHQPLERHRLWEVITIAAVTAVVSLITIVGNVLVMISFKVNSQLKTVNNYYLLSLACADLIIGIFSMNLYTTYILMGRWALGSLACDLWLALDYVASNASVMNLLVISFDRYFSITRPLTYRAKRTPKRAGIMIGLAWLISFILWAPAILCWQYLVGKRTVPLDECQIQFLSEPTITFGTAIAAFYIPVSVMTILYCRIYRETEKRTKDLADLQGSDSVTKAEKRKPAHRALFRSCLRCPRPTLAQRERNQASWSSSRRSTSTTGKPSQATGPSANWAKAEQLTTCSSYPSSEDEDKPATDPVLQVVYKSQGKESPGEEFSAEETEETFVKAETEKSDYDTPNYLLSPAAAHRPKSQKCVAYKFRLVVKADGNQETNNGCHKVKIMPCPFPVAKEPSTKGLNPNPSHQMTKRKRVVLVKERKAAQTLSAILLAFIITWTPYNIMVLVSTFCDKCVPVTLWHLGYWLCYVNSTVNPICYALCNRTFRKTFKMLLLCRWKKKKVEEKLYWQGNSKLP
CHRM5 agonist: agonists of human muscarinic M5 receptor (CHRM5). CHO-K1 hM5 cells, Fluo-8 calcium fluorescence; 0% DMSO wells, 100% maximal acetylcholine response. activation, % at 3 µM. hit rate 0.19% among 360,000. AID 624037;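 active = activation above the run's mean over test compounds plus 3 SD, cut at about 23% in these data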;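 also: signal is peak over basal fluorescence ratio across the kinetic read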
M4 antag: blocks acetylcholine activation of human M4 receptor; inhibition, % at 3 µM; P08173; hit rate 0.73% among 360,000; CHO-hM4 cells, ACh EC80, Fluo-8 calcium fluorescence;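 active = inhibition above its plate's cutoff, the mean inhibition of sample wells plus 3 SD, cut at about 27% in these data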;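 also: 0% = acetylcholine EC80 with DMSO and 100% = DMSO without agonist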
M5 PAM: CHRM5 positive allosteric modulation. activation, % at 3 µM. CHO-K1 hM5, Fluo-8 calcium, ACh EC20 PAM; 0% = ACh EC20, 100% = ACh EC100. AID 624038. hit rate 0.3% among 360,000;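 active = activation above the run cutoff, the mean activation of all test compounds plus 3 SD, cut at about 18% in these data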
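Replicates: One well per compound, no replicates | System: Human M5 receptor in CHO-K1 cells | Benchmarks: Low control EC20 acetylcholine (0%), high control EC100 acetylcholine (100%) | Probe or stimulus: Acetylcholine, EC20 level | Times: Fluo-8 loading 80 min at 37 °C plus 30 min room temperature | Signal: Intracellular calcium via Fluo-8 fluorescence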
M1 PAM: human CHRM1 positive allosteric modulation | CHO-K1 hM1, Fluo-8 calcium fluorescence, ACh EC20; 0% = ACh EC20, 100% = maximal ACh | activation, % at 3 µM | hit rate 0.088% among 360,000; in the data active = activation above about 19%, passing the limit was not always enough
CRFBP-R2 block: antagonists of CRF-binding protein/CRF-R2 receptor complex; inhibition, % at 11.8 µM; hit rate 0.59% among 350,000; AID 588475; HEK293 CRF-R2/CRF-BP, CRF-induced calcium fluorescence;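 active = inhibition of the ligand-induced calcium signal above about 50% at the single tested concentration, limit read from the data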
CHRM4 PAM: CHRM4 positive allosteric modulation; P08173; CHO-K1 hM4/Gqi5, Fluo-8 calcium fluorescence, ACh EC20; 0% = ACh EC20, 100% = maximal ACh; activation, % at 3 µM; hit rate 0.4% among 360,000;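 active = activation above its plate's cutoff, the mean activation of sample wells plus 3 SD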; also: some results filed as inactive read as strong as hits
An asterisk follows results filed as active; . = no result given.

SMILES	CRFR2-BP ag	M4 ag	M5 antag	CHRM5 agonist	M4 antag	M5 PAM	M1 PAM	CRFBP-R2 block	CHRM4 PAM
COc1ccc(NC(=O)COC(=O)CCCC2=NS(=O)(=O)c3ccccc3N2)cc1Cl	-0.9	0	4	-3	0	3	15	-8	0
COc1cccc(N/C=C/C(=O)c2ccc(Cl)cc2)c1	0.2	-1	-4	-2	3	-1	3	24	-5
COC(=O)c1ccc(C(=O)NC2CCSc3ccccc32)cc1 (stereo unspecified)	0.2	1	-6	-4	6	2	7	10	-2
CCCCCCCCOC(=O)c1cc([N+](=O)[O-])c(Sc2ncnc3nc[nH]c23)c([N+](=O)[O-])c1	-1.3	-1	-8	7	4	6	10	2	-4
COc1cc(OC)cc(C(=O)NC(C(=O)Nc2ccc3nc(C)sc3c2)C(C)C)c1 (stereo unspecified)	0.0	7	3	-4	2	-4	-4	-3	-5
O=C1CC(=O)N2CCSC2=N1	5.7	-1	-2	4	6	7	3	-34	7
Cc1ccc(NC(=O)C2CCCN2C(=O)NCc2ccccc2)cc1 (stereo unspecified)	-4.0	0	9	-3	-1	4	6	-16	-4
CS(=O)(=O)CCSc1ncccc1C(=O)NCc1cccs1	1.0	1	-1	-2	-3	3	11	-10	-3
CCNS(=O)(=O)c1ccc(CCC(=O)NCc2cccnc2)cc1	-1.0	1	7	1	-2	2	3	12	2
CCC(CC)NC(=O)COC(=O)c1ccc(OCC(=O)Nc2ccccc2OC)c(OC)c1	-2.9	0	0	1	7	-3	-1	14	-4
Cc1cc(C(=O)CSc2nnc(N)s2)c(C)n1CCc1ccc(Cl)cc1	0.4	7	10	-1	5	-7	-4	-33	-14
CCCc1nc2c(c(=O)c3ccccc3n2C)c(=O)n1-c1ccc(F)cc1	0.1	0	-5	-3	-3	9	11	9	7
CC1=NNC(=O)C1CCC(=O)N/N=C\c1cccc(Cl)c1 (stereo unspecified)	-1.3	1	-11	0	0	-2	12	5	0
CCCCCCCOc1ccc(OC(=O)c2cccnc2)cc1	1.1	1	-2	1	5	-1	11	8	11
Clc1ccc(OCCCc2nc(-c3cccnc3)no2)c(Cl)c1	0.0	3	4	-3	-10	-7	-5	-27	-8
COc1ccc(C2Sc3nncn3N2Cc2ccc(C#N)cc2)cc1 (stereo unspecified)	-0.6	0	1	-1	15	-3	4	16	6
Cc1c(C(=O)Nc2ccccc2)oc2c1C(=O)CC(C)(C)C2	-0.1	2	0	-2	0	-5	0	2	-4
COc1ccc(/C=N/NC(=O)C(=O)NCc2cccnc2)cc1	0.4	-1	1	-3	-2	3	3	0	6
O=S(=O)(NCc1ccccc1)NCc1ccc(Cl)cc1Cl	-6.8	-2	11	-8	9	-12	3	-12	-3
Fc1ccc(Oc2nccc(-c3ccc(Cl)cc3)n2)cc1	1.8	-1	4	-3	2	-4	1	-9	15
O=C(Nc1ccccc1C(=O)O)c1cc(S(=O)(=O)N2CCCCCC2)ccc1Cl	-0.9	-2	-7	0	-1	6	16	3	15
CCn1c(-c2nn(C)c(C)c2Cl)n[nH]c1=S	-0.6	1	-1	-1	6	4	8	13	2
O=C(Cc1ccccc1)Nc1ccc2c(c1)C(=O)N(CC1CCCO1)C2=O (stereo unspecified)	-0.3	4	-2	1	0	-6	7	-3	-1
O=C(COc1cc2oc(=O)c3c(c2cc1Cl)CCC3)N1C[C@H]2C[C@@H](C1)c1cccc(=O)n1C2	3.1	1	5	2	-1	-1	2	3	-1
Cc1ccc(S(=O)(=O)N2CCOc3ccccc32)c(C)c1NS(C)(=O)=O	-0.8	6	13	0	-11	-3	9	1	-3

Filtered by structure: the entries above containing an aryl thioether with sulfur outside any ring
SMILES	CRFR2-BP ag	M4 ag	M5 antag	CHRM5 agonist	M4 antag	M5 PAM	M1 PAM	CRFBP-R2 block	CHRM4 PAM
CCCCCCCCOC(=O)c1cc([N+](=O)[O-])c(Sc2ncnc3nc[nH]c23)c([N+](=O)[O-])c1	-1.3	-1	-8	7	4	6	10	2	-4
CS(=O)(=O)CCSc1ncccc1C(=O)NCc1cccs1	1.0	1	-1	-2	-3	3	11	-10	-3
Cc1cc(C(=O)CSc2nnc(N)s2)c(C)n1CCc1ccc(Cl)cc1	0.4	7	10	-1	5	-7	-4	-33	-14

Continuation:
SMILES	CRFR2-BP ag	M4 ag	M5 antag	CHRM5 agonist	M4 antag	M5 PAM	M1 PAM	CRFBP-R2 block	CHRM4 PAM
COc1ccc(N2CCN(/C(=N\S(=O)(=O)c3ccccc3)Nc3nc(C)cc(C)n3)CC2)cc1	-3.1	0	1	0	0	3	13	26	7
O=C(Nc1ccc(C(O)(C(F)(F)F)C(F)(F)F)cc1)c1ccc(Cl)c([N+](=O)[O-])c1	-0.8	7	20	-8	13	-15	-12	-4	-16
Clc1ccc(Cn2c(-c3cccnc3Cl)nc3ccccc32)cc1	0.9	1	12	0	-1	10	-1	7	1
CC1=C(C(=O)N2CCCCCC2)CC(CC(=O)NCCc2ccccn2)C(=O)N1CCCN1CCCC1=O (stereo unspecified)	.	1	4	0	-1	-2	.	.	3
CSc1nc(C)c(CCOC(=O)c2ccccc2)c(=O)[nH]1	0.8	3	-2	-1	-6	-2	3	28	2
N#Cc1c(-c2ccccc2)nc(SCc2cccc(Cl)c2)[nH]c1=O	4.8	0	10	-2	2	-5	-2	56*	-4
O=C(COC(=O)c1cc(Cl)cc(Cl)c1)NCc1ccco1	-0.3	0	3	1	7	4	6	3	1
CC1CCC2(CC1)NC(=O)N(Cc1cccc(C(F)(F)F)c1)C2=O (stereo unspecified)	5.2	2	-4	1	-9	-3	7	-119	3
COc1ccc(-c2nn(-c3ccccc3)cc2C(=O)N2CCN(S(=O)(=O)c3ccccc3[N+](=O)[O-])CC2)cc1	-0.6	1	4	-3	-1	-2	7	-9	4
CCOC(=O)c1cc(NC(=O)N(CC)C2CCCCC2)c(C)nc1C	4.4	1	-6	1	-6	-1	7	-7	6
COC(=O)CSc1nnc(-c2ccncc2)o1	-1.4	1	1	-1	-13	4	1	-19	6
Cc1cc(Br)ccc1NC(=O)CCN1C(=O)c2ccncc2C1=O	-3.2	1	1	-4	-2	4	10	25	8
COc1ccc(CCN(C)CCCN2CC(c3ccccc3)CC2=O)cc1OC (stereo unspecified)	1.8	0	7	-4	8	-6	-10	-6	-8
CC1(NC(=S)Nc2ccccc2)CCS(=O)(=O)C1 (stereo unspecified)	-1.1	0	-11	6	-8	7	14	5	-2
CCCC(=O)N(c1ccc(C(=O)O)cc1)c1nc(-c2ccccc2)c(C)s1	-1.4	1	6	4	-6	1	5	-16	-2
CCCCCNCc1ccc(OCc2ccc(Cl)nc2)c(OC)c1	-0.2	0	13	-2	5	-6	-5	-3	-6
C[C@H]1CN([C@@H](C)CO)C(=O)CCCn2nncc2CO[C@H]1CN(C)S(=O)(=O)c1cccs1	-0.3	0	3	0	-14	-3	7	-4	5
Cc1cccc(N2CCN(C3=NC(=O)C(Cc4ccccc4)S3)CC2)c1 (stereo unspecified)	-2.1	5	-1	0	-1	-1	2	12	1
Cc1cc(C)cc(NC(=S)NCC2CCCO2)c1 (stereo unspecified)	-0.7	2	-3	-4	4	5	-11	-1	-2
Cc1ccc(N2N=C(C(=O)O)CCC2=O)cc1Cl	-1.4	0	16	-1	-3	-8	-4	-7	4
O=C(NCCO)c1c(O)c2cccc3c2n(c1=O)CC3	7.6	1	5	1	-1	1	3	56*	5
COC(=O)N/N=C1/C/C(=N\NC(=O)OC)c2ccccc21	0.3	0	-3	0	-4	-6	3	-9	-4
CCn1c(Cc2cccs2)nnc1SCC(=O)NC(C)(C)C	2.6	1	-2	-4	-3	-2	2	3	1
O=C(Nc1ccc(F)c(F)c1)c1ccc(F)c(S(=O)(=O)N2CCC3(CC2)OCCO3)c1	-1.9	14	17	6	2	-21	-3	-45	-13
CCCNC(=O)C1(C)CCCN(C(=O)c2cc(F)ccc2C)C1 (stereo unspecified)	.	0	1	0	-6	-1	1	.	4

An excerpt of the results above, for reference:
SMILES	CRFR2-BP ag	M4 ag	M5 antag	CHRM5 agonist	M4 antag	M5 PAM	M1 PAM	CRFBP-R2 block	CHRM4 PAM
CC1CCC2(CC1)NC(=O)N(Cc1cccc(C(F)(F)F)c1)C2=O (stereo unspecified)	5.2	2	-4	1	-9	-3	7	-119	3
COc1ccc(-c2nn(-c3ccccc3)cc2C(=O)N2CCN(S(=O)(=O)c3ccccc3[N+](=O)[O-])CC2)cc1	-0.6	1	4	-3	-1	-2	7	-9	4
CCOC(=O)c1cc(NC(=O)N(CC)C2CCCCC2)c(C)nc1C	4.4	1	-6	1	-6	-1	7	-7	6

Continuation:
SMILES	CRFR2-BP ag	M4 ag	M5 antag	CHRM5 agonist	M4 antag	M5 PAM	M1 PAM	CRFBP-R2 block	CHRM4 PAM
NC(=S)N/N=C1\CC(n2nnn(-c3cccc(Cl)c3)c2=S)C2COC1O2 (stereo unspecified)	0.3	-1	10	-4	-1	1	6	-7	-3
CCCOc1ccc(Cn2ccnc2)cc1[N+](=O)[O-]	-0.4	2	-6	-4	-1	5	-6	13	8
O=C(c1ccc(CS(=O)(=O)c2c(Cl)cccc2Cl)o1)N1CCCC1	-1.0	-2	3	-1	-1	-2	0	0	2
COc1ccc(Cc2nnc(NS(=O)(=O)c3ccc([N+](=O)[O-])cc3)s2)cc1	-0.1	1	7	0	5	-2	-3	-8	-9
O=C(COC(=O)C1(c2ccccc2F)CCCC1)N1CCc2ccccc21	0.1	1	0	-1	-11	-4	0	-1	0
Cc1cc(C)nc(Nc2nc(C(N)Cc3ccc(C(F)(F)F)cc3)cs2)n1 (stereo unspecified)	.	27	-6	8	1	8	15	.	6

Screens (PubChem BioAssay)

Random draw from the library, and some 2.6% of all compounds hit somewhere here.
